Dicer inh: human Dicer pre-microRNA cleavage inhibition | cat-ELCCA pre-miR-21 Dicer processing, chemiluminescence; stronger effect = higher value | 47,000 compounds, 6% hits | z-score at 25 µM; in the data active = z-score above about 3, passing the limit was not always enough;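 note: plate controls were vehicle for no effect and no enzyme for full effect; higher signal means more uncleaved substrate so more Dicer inhibition; strong numbers were not always called active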
Target sequence (Q9UPY3 whole entry, looked up): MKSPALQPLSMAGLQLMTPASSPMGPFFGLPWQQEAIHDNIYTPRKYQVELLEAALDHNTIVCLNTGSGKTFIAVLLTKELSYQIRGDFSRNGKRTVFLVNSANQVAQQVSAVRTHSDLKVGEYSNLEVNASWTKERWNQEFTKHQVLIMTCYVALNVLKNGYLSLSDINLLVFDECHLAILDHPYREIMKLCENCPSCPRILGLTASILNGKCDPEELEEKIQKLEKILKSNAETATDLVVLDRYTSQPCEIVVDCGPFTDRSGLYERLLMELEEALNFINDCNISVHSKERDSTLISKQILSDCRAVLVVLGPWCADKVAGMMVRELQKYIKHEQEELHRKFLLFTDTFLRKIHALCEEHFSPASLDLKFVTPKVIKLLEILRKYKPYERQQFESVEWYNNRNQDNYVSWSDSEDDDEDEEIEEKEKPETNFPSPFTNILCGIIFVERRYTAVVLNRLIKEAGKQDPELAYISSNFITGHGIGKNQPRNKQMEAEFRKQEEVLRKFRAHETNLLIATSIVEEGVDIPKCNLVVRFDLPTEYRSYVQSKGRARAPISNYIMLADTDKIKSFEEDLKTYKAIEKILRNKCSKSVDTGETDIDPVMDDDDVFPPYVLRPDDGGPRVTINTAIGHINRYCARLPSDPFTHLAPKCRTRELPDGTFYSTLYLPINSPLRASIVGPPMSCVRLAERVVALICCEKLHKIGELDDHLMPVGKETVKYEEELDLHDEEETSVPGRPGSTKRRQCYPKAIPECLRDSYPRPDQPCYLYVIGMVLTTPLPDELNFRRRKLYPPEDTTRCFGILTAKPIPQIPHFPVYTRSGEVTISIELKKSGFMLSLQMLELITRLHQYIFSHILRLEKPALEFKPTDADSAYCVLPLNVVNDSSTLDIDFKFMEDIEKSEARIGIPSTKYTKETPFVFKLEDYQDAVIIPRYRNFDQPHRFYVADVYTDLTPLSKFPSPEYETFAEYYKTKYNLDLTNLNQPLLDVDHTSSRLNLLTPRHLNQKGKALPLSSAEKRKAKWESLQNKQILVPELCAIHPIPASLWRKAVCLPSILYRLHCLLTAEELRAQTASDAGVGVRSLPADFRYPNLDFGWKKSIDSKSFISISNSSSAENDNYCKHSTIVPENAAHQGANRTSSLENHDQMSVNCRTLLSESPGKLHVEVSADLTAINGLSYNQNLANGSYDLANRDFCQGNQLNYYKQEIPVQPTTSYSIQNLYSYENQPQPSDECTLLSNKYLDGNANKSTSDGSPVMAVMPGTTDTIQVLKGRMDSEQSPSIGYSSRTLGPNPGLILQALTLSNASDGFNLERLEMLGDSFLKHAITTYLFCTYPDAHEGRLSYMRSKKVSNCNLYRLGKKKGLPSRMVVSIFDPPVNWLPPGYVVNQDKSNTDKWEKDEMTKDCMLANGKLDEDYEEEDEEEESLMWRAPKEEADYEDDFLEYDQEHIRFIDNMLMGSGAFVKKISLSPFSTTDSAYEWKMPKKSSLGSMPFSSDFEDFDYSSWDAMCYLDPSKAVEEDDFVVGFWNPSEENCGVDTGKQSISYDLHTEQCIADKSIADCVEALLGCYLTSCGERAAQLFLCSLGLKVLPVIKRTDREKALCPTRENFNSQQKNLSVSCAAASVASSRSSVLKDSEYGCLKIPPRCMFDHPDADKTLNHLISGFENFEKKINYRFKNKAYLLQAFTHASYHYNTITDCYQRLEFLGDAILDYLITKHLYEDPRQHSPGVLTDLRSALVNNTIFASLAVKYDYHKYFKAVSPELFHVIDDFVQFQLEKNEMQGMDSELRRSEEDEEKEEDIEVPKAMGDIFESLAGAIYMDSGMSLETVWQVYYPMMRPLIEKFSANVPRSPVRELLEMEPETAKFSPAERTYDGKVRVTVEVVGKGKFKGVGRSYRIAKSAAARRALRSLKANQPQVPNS
* marks the source's active call; other numbers are inactive results.

| smiles | Dicer inh |
| --- | --- |
| CCOC(=O)c1ccccc1CSC(=N)N | 2.7 |
| Nc1ccc(-c2nc3ccccc3n2CCOc2ccccc2)cc1 | 4.3* |
| COC(=O)c1cscc1N1C(=O)c2nccnc2C1=O | 2.3 |
| CC1=CC(=O)OC1Cc1ccc2ccccc2n1 (configuration not stated) | -0.65 |
| CS(=O)(=O)NCc1c(Cl)cccc1Sc1ccc(Cl)cc1 | -0.38 |
| CCOc1ccc(/C(O)=C2\C(=O)C(=O)N(c3nccs3)C2c2ccc(C)cc2)cc1 (configuration not stated) | 0.97 |
| Cn1c(C(=O)c2ccccc2)nc2ccccc21 | 1.3 |
| COc1cc(CN2CCN(Cc3ccc(OC)cc3OC)CC2)cc(OC)c1 | 0.79 |
| CCCSc1ccc([N+](=O)[O-])c(NC(=O)c2nn(-c3ccccc3)nc2C)c1 | -0.71 |
| CCCC(NC(=O)C(C)N)C(=O)O (configuration not stated) | 1.2 |
| CCc1ccnc(NS(=O)(=O)c2ccc(C)cc2)c1 | 0.38 |
| O=C1C(Nc2ccccc2)=CC(c2cccc(F)c2)N1c1ccccc1 (configuration not stated) | 0.71 |
| COc1cccc(-c2cc(=O)c3ccccc3o2)c1N | 2.1 |
| O=C(CCCOc1ccccc1)Nc1ncn[nH]1 | 0.48 |
| COc1cccc(-c2[nH]nc(SC)c2C#N)c1 | -1.6 |
| CCCCN1COc2c(cc(Cl)c3cccnc23)C1 | -1.7 |
| CC1=C(C(=O)OCC2CCCO2)C(c2cccc(Cl)c2)C2=C(CC(c3cccs3)CC2=O)N1 (configuration not stated) | 2.8 |
| COC(=O)c1cccc(NC(=O)c2ccc(C(C)(C)C)cc2)c1 | 1 |
| CSc1nc(C)nc(C2CC2)c1C#N | -0.82 |
| Fc1ccc(NCc2ccncc2)cc1 | 3.5* |
| N#C/C(=C\Nc1cccc(F)c1)S(=O)(=O)c1ccc(Cl)cc1 | -0.44 |
| COc1ccc2c(c1)CCC1CN(c3ccccc3)N=C21 (configuration not stated) | -0.59 |
| CCn1c(-c2cccs2)n[nH]c1=S | 1.6 |
| CN(C)S(=O)(=O)N(Cc1ccc(C(C)(C)C)cc1)c1ccccc1 | -1.4 |
| O=C(Nc1ccc(OC(F)(F)F)cc1)Nc1cc(C2CC2)nn1-c1ccccc1 | -1.2 |
| O=S(=O)(Oc1ccccc1)c1cc(Br)c(Br)s1 | -1.3 |
| COC(=O)c1cc(C#N)c(Sc2ncc([N+](=O)[O-])s2)nc1C(OC)OC | -0.27 |
| CN(C)/C=N/c1nc(Sc2ccc([N+](=O)[O-])cn2)n(C)n1 | 0.4 |
| COC(=O)c1scc(C)c1NC(=O)C(Cl)Cl | -0.76 |
| CNc1nc(-c2ccccn2)nc(C)c1Cl | 2.9 |

An excerpt from above in order of count of non-hydrogen atoms, lowest first.
| smiles | Dicer inh |
| --- | --- |
| CNc1nc(-c2ccccn2)nc(C)c1Cl | 2.9 |
| CS(=O)(=O)NCc1c(Cl)cccc1Sc1ccc(Cl)cc1 | -0.38 |
| CCOc1ccc(/C(O)=C2\C(=O)C(=O)N(c3nccs3)C2c2ccc(C)cc2)cc1 (configuration not stated) | 0.97 |

The list goes on:
| smiles | Dicer inh |
| --- | --- |
| O=C(c1ccc(Cl)cc1)N1CCc2sccc2C1c1ccc(C(F)(F)F)cc1 (configuration not stated) | -1.5 |
| Cc1nc(C)c(C(=O)NNC(=O)c2ccc(C(F)(F)F)cc2)s1 | -0.39 |
| O=C(CCn1cc(C(F)(F)F)ccc1=O)Nc1cccc(C(F)(F)F)c1 | 0.56 |
| O=C(Nc1cccc(C(F)(F)F)c1)Nc1nnc(C2CC2)s1 | 0.06 |
| CC1(C)Cc2c(sc(NC(=O)CN3C(=O)C4CC=C(Cl)CC4C3=O)c2C#N)CO1 (configuration not stated) | 4.8* |
| C=CCNC(=S)NNC(=O)c1ccccc1 | -0.81 |
| O=S(=O)(c1cccc(-c2cn3cccnc3n2)c1)N1CCCC1 | 0.36 |
| O=C1c2cc([N+](=O)[O-])ccc2-c2c1cc([N+](=O)[O-])cc2C(=O)N1CCCCC1 | -0.39 |
| O=S(=O)(Nc1cccc2nsnc12)c1ccc(Cl)s1 | 4.5 |
| Cc1cc(C(=O)NNS(C)(=O)=O)nn1C(C)(C)C | 0.01 |
| CC1=C(C(=O)Nc2ccccn2)C(c2ccc(Br)cc2)n2nc(-c3ccccc3)nc2N1 (configuration not stated) | 1 |
| CCn1c(SC)nc2ccccc2c1=O | 0.15 |
| c1cc2c(cc1-c1nc3sc(-c4ccc5c(c4)OCO5)nc3s1)OCO2 | 0.77 |
| COc1ccc2[nH]c(=O)c(-c3noc(-c4ccccc4C)n3)cc2c1 | 0.08 |
| O=C(c1cccs1)N1CCCn2c1nc1ccccc12 | -0.05 |
| Cc1ccc(C2c3c(oc4ccc(C)cc4c3=O)C(=O)N2c2nc(C)c(C)s2)cc1 (configuration not stated) | -0.17 |
| Cc1c(OCc2ccc([N+](=O)[O-])cc2)ccc2c1OC(C)(C)C=C2 | -0.61 |
| COc1ccccc1C1SCCN1S(=O)(=O)c1ccc(F)cc1 (configuration not stated) | 1.8 |
| CCOc1ccc(-c2cc(C(F)(F)F)c(C#N)c(SCCC(=O)O)n2)cc1 | 0.5 |
| CN1C2CCC1CC(NC(=O)CSc1nnc(N)s1)C2 (configuration not stated) | 0.93 |
| NC(N)=NC(N)=Nc1cc(Cl)cc(Cl)c1 | -0.42 |
| Cn1ccnc1SCC(=O)Nc1ccc(F)cc1 | -0.33 |
| Cc1ccc(NC2=NC(c3ccccc3)n3c(nc(C)cc3=O)N2)cc1 (configuration not stated) | -0.67 |
| Cn1c(=O)c2c(ncn2CC(=O)Nc2ccc(Br)cc2F)n(C)c1=O | 0.3 |
| NS(=O)(=O)c1cc(C(=O)O)c(NCc2ccco2)cc1Cl | 0.14 |
| O=C(Nc1cnccc1C(F)(F)F)NC1CCCCC1 | 1.6 |
| O=C1/C(=C\c2ccccc2)SC(=S)N1c1cccc(Br)c1 | 4* |
| OC(CCN1CCCCC1)(c1ccccc1)c1ccccc1 | 0.15 |
| COc1ccc(-c2nc(-c3ccc(C)cc3)no2)cc1OC | 1.8 |
| COc1ccccc1Nc1nc(N)nc(CSc2nc(C)cc(C)n2)n1 | -0.07 |

Structures listed so far that have an NH in an aromatic ring, in the order listed:
| smiles | Dicer inh |
| --- | --- |
| O=C(CCCOc1ccccc1)Nc1ncn[nH]1 | 0.48 |
| COc1cccc(-c2[nH]nc(SC)c2C#N)c1 | -1.6 |
| CCn1c(-c2cccs2)n[nH]c1=S | 1.6 |
| COc1ccc2[nH]c(=O)c(-c3noc(-c4ccccc4C)n3)cc2c1 | 0.08 |

The main list resumes with the 2 entries that preceded the break.
| smiles | Dicer inh |
| --- | --- |
| COc1ccc(-c2nc(-c3ccc(C)cc3)no2)cc1OC | 1.8 |
| COc1ccccc1Nc1nc(N)nc(CSc2nc(C)cc(C)n2)n1 | -0.07 |
| O=C1Nc2ccc(Br)cc2C1(O)Cc1ccccn1 (configuration not stated) | 0.56 |
| Cc1cc(Cl)c(OC(=O)c2ccc(Cl)cc2Cl)c(Cl)c1 | 2.1 |
| COc1ccc(/C=C2/N=C(C)OC2=O)cc1 | -0.48 |
| Cc1nnc(SCC(=O)Nc2ccc(F)c(F)c2)s1 | 2.4 |
| CNC(=S)N1N=C2c3ccccc3CCC2C1c1ccccc1Cl (configuration not stated) | -0.34 |
| Cc1cc(F)ccc1S(=O)(=O)N(C(=O)C(C)C)c1ccc2oc(=O)sc2c1 | 5* |
| O=c1c([N+](=O)[O-])c(O)c2ccccc2n1Cc1ccccc1 | 8.7 |
| CCc1ccc(C2CC(c3cccc(Cl)c3)n3ncnc3N2)cc1 (configuration not stated) | -0.27 |
| O=C(Nc1sc2c(c1C(=O)Nc1ccccn1)CCCCC2)c1ccccc1F | -0.01 |
| CC(=O)Nc1cc(C)ccc1OC(C)(C)C(=O)OC(C)(C)C | -1 |
| O=C(CSc1nnc(Cc2cccs2)n1-c1ccccc1)c1c[nH]c2ccccc12 | 0.35 |
| N#Cc1c(-c2ccccc2)n2c(-c3ccccc3)nn(-c3ccccc3)c2nc1=O | -0.57 |
| N#CCCN(CCc1ccccn1)S(=O)(=O)c1ccc2c(c1)CCO2 | 0.09 |
| C#CCSc1nnc(-c2ccc(C(F)(F)F)nc2C)o1 | 1.2 |
| COc1ccc(Cc2nc(S(=O)(=O)c3ccc(Cl)cc3)c(N3CCOCC3)o2)cc1 | -8.6 |
| Cc1noc2ncnc(SCC(=O)Nc3ccccc3Cl)c12 | 1.1 |
| CN(C)c1ccc(C(=O)CC2(O)C(=O)N(Cc3ccccc3)c3ccccc32)cc1 (configuration not stated) | 1.1 |
| CCOC(=O)c1cnc(C(F)(F)F)nc1Nc1ccccc1 | -1.3 |
| Cc1sc2nc(-c3ccccc3F)oc(=O)c2c1C | 3.1* |
| CSc1nccc(-c2ccc(S(=O)(=O)N3CCCCC3)s2)n1 | -0.99 |
| O=C1NC(c2ccc(Cl)c(Cl)c2)Nc2ccccc21 (configuration not stated) | -1.2 |
| CN(C)C(=O)C(=O)c1c(-c2ccc(Cl)cc2)[nH]c2ccccc12 | 2.7 |
| O=C(O)CCC1CCCCCCCCCCC1 | -0.22 |
| N#Cc1c(-c2ccccc2)c(-c2ccccc2)n[nH]c1=O | -1 |
| CN(C)CCOC1=Cc2ccccc2Sc2ccc(Cl)cc21 | 16 |
| O=c1oc2c(-c3ccccc3)n[nH]c(=O)c2c2c1CCC2 | 0.13 |
| O=C1CCCC2=C1C(c1ccncc1)n1nc(-c3cccc(Cl)c3)nc1N2 (configuration not stated) | -0.3 |
| Fc1cc(F)cc(CSc2ccccc2NC(=S)NC2CC3C=CC2C3)c1 (configuration not stated) | 0.15 |
| CC1=C(C(=O)OC(C)C)C(c2cccnc2)C2=C(CC(c3ccc(Cl)cc3)CC2=O)N1 (configuration not stated) | 1.7 |
| FC(F)(F)c1cc(/C=C/c2noc(CN3CCCC3)n2)cc(C(F)(F)F)c1 | -0.82 |

Additional structures follow:
Compound	Dicer inh
O=C(c1ccc(Br)cc1)c1cc2c(cc1Br)OCCCO2	1.2
O=[N+]([O-])c1ccc(O[C@@H]2O[C@H](CO)[C@@H](O)[C@H](O)[C@H]2O)cc1	3
CC(C)(C)NC(=O)c1nn2c(c1Br)NC(c1ccccc1)CC2C(F)(F)F (configuration not stated)	-0.07
CN(C)C(=O)Cc1coc2ccc3ccccc3c12	-2.3
CC(C)S(=O)(=O)c1csc(NC(=O)Nc2ccccc2Cl)c1	1.7
O=C1CS/C(=N\N=C\c2ccccc2O)N1c1cccc(F)c1	2
O=C(Cn1nc(-c2ccc(F)cc2)c2ccccc2c1=O)c1ccc(F)cc1	0.18
Cc1ccc(S(=O)(=O)/C=C/C#N)cc1	-0.46
CCNS(=O)(=O)c1ccc2c(c1)C(=O)c1cc(S(=O)(=O)NCC)ccc1-2	-0.19
CCOC(=O)CC1Sc2ccccc2N=C1SCCS(=O)(=O)c1ccc(Cl)cc1 (configuration not stated)	-0.68
CN1C(=O)OC(C)(C)C1=O	0.48
Cc1ccc(C)n1-c1sc2c(c1C(=O)O)CCCC2	0.71
C/C(=N\O)C(C)(C)Nc1ccccc1F	-1.9
CN(C)c1nc(N)c2c(ncn2C)n1	1.1
CCOC(=O)/C(C#N)=N/OC(=O)c1c(-c2c(Cl)cccc2Cl)noc1C	1.9
CCOC(=O)c1csc(N/N=C2\CCc3ccccc32)n1	0.09
COc1ccc(C2=Nc3ccccc3SC(c3cccc(O)c3)C2)c(O)c1 (configuration not stated)	-0.77
O=C(Nc1ccc2oc(-c3ccccc3Cl)nc2c1)c1ccc([N+](=O)[O-])o1	0.83
Cc1cc(NS(=O)(=O)c2ccc(NC(=O)c3ccco3)cc2)no1	2.5
N#Cc1cn(-c2ccc(F)cc2F)c(=O)[nH]c1=O	37
O=C1CC(Sc2ccc(Cl)cc2)C(=O)N1Cc1cccnc1 (configuration not stated)	-3.9
CCCCOC(=O)C1=C(C)NC2=C(C(=O)CC(C)(C)C2)C1c1ccccc1 (configuration not stated)	0.41
Cc1ccc(/C=N/n2cnc3sc(-c4ccccc4)cc3c2=O)o1	1.1
CC(=O)Nc1nc2c(s1)C(=O)NCCC2	-0.96
COc1ccc(S(=O)(=O)N2CCC(C)CC2)cc1OC	0.05

Brought forward from above: 3 entries, then new ones.
Compound	Dicer inh
Cc1ccc(/C=N/n2cnc3sc(-c4ccccc4)cc3c2=O)o1	1.1
CC(=O)Nc1nc2c(s1)C(=O)NCCC2	-0.96
COc1ccc(S(=O)(=O)N2CCC(C)CC2)cc1OC	0.05
CCOC(=O)C1C(=O)NCC2CCCC21 (configuration not stated)	-2.9
CN1C(=O)c2ccccc2S(=O)c2cc([N+](=O)[O-])ccc2S1(=O)=O (configuration not stated)	-0.3
COCCNc1oc(-c2ccc(OC)cc2)nc1C#N	-0.8
Cc1cccc(C)c1NC1=NC(C)(CO)CS1 (configuration not stated)	0.37
Cc1cccc(C2N3CC4(C)CN2CC(C)(C3)C4)c1 (configuration not stated)	-0.26
CCOc1cc(C2C3=C(CCCC3=O)NC3=C2C(=O)CCC3)cc(Cl)c1OC	-0.56
COc1ccc(-c2ccc(C#N)c(SCc3ccncc3)n2)cc1	-0.07
COc1cc(OC)cc(-c2cc3cnc(N)nc3nc2NC(=O)NC(C)(C)C)c1	-0.57
CCOC(=O)CCCN1C(=O)c2cccc3cccc(c23)C1=O	5.3*
CC(C)(C)NC[C@H](O)COc1nsnc1N1CCOCC1	-0.14
CNC(=O)Nc1cccc2cccnc12	0.59
CCOc1nc(C)ccc1-c1noc(-c2ccc(OC)c(OC)c2)n1	0.4
CC1(C)CC(=O)c2c(S(C)(=O)=O)sc(C(=O)OCc3ccccc3)c2C1	-0.76
COc1ccc(C2SCC(=O)N2c2c(C)n(C)n(-c3ccccc3)c2=O)c(OC)c1 (configuration not stated)	-0.71
O=C(CCc1nc(-c2ccc(Cl)cc2)no1)NNC(=O)c1ccccc1-n1cccc1	-0.85
COC(=O)C1=C(C)NC2=C(C(=O)CC(c3ccccc3)C2)C1c1ccccn1 (configuration not stated)	2.3
OC1c2ccccc2-c2ccccc2C1O (configuration not stated)	-0.24
Cc1cc2c(cc1C)CSC(C)(c1cccc([N+](=O)[O-])c1)SC2	-1.8

Screens deposited in PubChem by Center for Chemical Genomics, University of Michigan.

Not all compounds are listed; count on the stated rates, not on these rows.
